# Screening results (PubChem BioAssay)
# M. tuberculosis GlmU: inhibition of mycobacterial GlmU enzyme – biochemical, glucosamine-1-phosphate acetyltransferase (AID 1376); M. tuberculosis GlmU acetyltransferase enzyme assay; higher % means a stronger effect; inhibition, %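 (tested at 30 µM in the primary screen)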; hits with a dose series show IC50 in µM; hit rate 0.25% among 220,000; in the data active = inhibition above about 13%;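 also: 0% = complete reaction with vehicle and 100% = reaction without substrate; strong numbers were not always called active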
# Mtb RmlCD inh: blocks M. tuberculosis RmlC and RmlD coupled enzymes; hit rate 0.03% among 160,000; RmlC+RmlD coupled enzyme assay, percent inhibition; primary screen in compound mixtures; P9WH09+P9WH11; inhibition, % at 3.6 µM; in the data active = inhibition mostly above about 34%, no sharp cut-off; also: some results filed as inactive read as strong as hits
# Target sequence (P9WH09 whole entry, looked up): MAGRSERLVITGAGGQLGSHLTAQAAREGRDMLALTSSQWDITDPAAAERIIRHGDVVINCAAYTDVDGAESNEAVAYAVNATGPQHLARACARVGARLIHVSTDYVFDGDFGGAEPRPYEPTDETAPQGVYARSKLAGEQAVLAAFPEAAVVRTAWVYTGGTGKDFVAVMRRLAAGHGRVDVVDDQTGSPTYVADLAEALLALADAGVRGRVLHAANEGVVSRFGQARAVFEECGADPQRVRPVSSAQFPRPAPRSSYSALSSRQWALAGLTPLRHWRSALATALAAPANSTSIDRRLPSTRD
# Target sequence (P9WH11 whole entry, looked up): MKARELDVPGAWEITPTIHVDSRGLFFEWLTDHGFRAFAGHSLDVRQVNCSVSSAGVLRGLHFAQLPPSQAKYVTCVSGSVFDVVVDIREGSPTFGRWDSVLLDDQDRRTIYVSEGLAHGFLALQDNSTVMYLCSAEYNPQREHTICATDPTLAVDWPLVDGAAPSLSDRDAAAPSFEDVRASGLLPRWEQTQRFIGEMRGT
# * hit, by the source's call; . = no result given. Some of the compounds tested; the hit share may differ from the screen's.
SMILES,M. tuberculosis GlmU,Mtb RmlCD inh
COC(=O)C1C(=O)C2=C(CC1C)NC(C)=C(C(=O)OC(C)C)C2c1ccc(C)o1 (configuration not stated),-4.8%,36.8
CC(C)Cc1cc(C(=O)N2CCC(N3CCC(C(=O)N4CCOCC4)CC3)CC2)n[nH]1,5.4%,9.8
CCOC(=O)c1ccc(CNC(=O)CSc2nnc(-c3ccncc3)o2)cc1,2.6%,.
Cc1cccc(C)c1NC(=S)NCc1ccccc1,-0.3%,-11.9
Cc1cccc(OCc2n(CC(=O)OC3CC(C)CCC3C(C)C)c3ccccc3[n+]2C)c1 (configuration not stated),-11.1%,4.2
Cc1ccc2nc(NCC(=O)NN)nc(-c3ccccc3)c2c1,4.0%,9.3
Cc1ccc(NC(=O)CN(C)S(=O)(=O)c2cnc[nH]2)cc1C,1.4%,8.4
Cc1ccc(N2CC(=O)N(NC(=O)CN3CCN(c4ccccc4)CC3)CC2=O)cc1,3.3%,19.3
COc1cc2[nH]c3c(=O)n(CCN4CCCCC4)cnc3c2cc1OC,3.2%,98.5
Cc1ccc2cccc(OC(=O)N3CCCC3)c2n1,11.5%,.
O=C(c1csc2c1CCCC2)N1CCCCC1,0.0%,2.8
Cc1ccc(S(=O)(=O)N(CC(=O)O)Cc2ccccc2)cc1,1.7%,-5.5
CCOC(=O)C1(Cc2ccc(OC)cc2)CCN(C(=O)CCN2CCCC2=O)CC1,2.9%,-0.1
Cc1ccccc1-n1c(Cn2c(=O)sc3ccccc32)nnc1SC(C)C,-3.6%,-3.6
C/C(=N\Nc1ccc(F)cc1F)c1ccc(F)cc1,0.8%,.
CCNC(=O)CC1C(=O)N(CC)C(=S)N1NC(=O)c1cccnc1 (configuration not stated),-1.8%,0.7
CC(C)(C)n1nnnc1C(c1ccc(C#N)cc1)N1CCCC2(CCCCC2)C1 (configuration not stated),2.9%,-3.8
CC(C)OC(=O)CSc1nnc(SCc2cccc3ccccc23)s1,2.3%,12.5
COc1cc2c(cc1OC)-c1cc(NCc3ccccn3)nc(=O)n1CC2,-0.2%,-3.5
Cc1cc(C)c2c(c1)/C(=N/NS(=O)(=O)c1ccccc1)CCC2,0.9%,5.1
CCc1ccc(C2=Nn3c(nnc3-c3cccs3)SC2)cc1,0.2%,-8.4
O=C1NC(=O)C(=Cc2ccccc2OCCOc2ccc([N+](=O)[O-])cc2)C(=O)N1,-1.7%,-8.3
CCN(CCO)c1nc(SC)nc2c1sc1nc(-c3ccco3)c3c(c12)CCC3,12.0%,.
CSc1nc2ccccc2c(=O)n1Cc1ccc(F)cc1,-4.1%,-5.8
Cc1cc(C(=O)N/N=C/C=C/c2ccc([N+](=O)[O-])cc2)n[nH]1,0.4%,-0.7
O=C(/C=C/c1ccccc1)C1C(=O)c2ccccc2C1=O,4.4%,6.2
COc1ccc(C2C(C(=O)O)c3ccccc3C(=O)N2C)cc1Br (configuration not stated),-3.1%,.
Cc1ccc(S(=O)(=O)N2CCOCC2)cc1NC(=O)COC(=O)Cc1ccsc1,-1.6%,-7.5
CCCNC(=S)N1CCN(c2nc(C)nc3sc4c(c23)CCCC4)CC1,0.1%,4.5
CC1(C)CC(=O)c2cc(C(=O)NC3CCSC3=O)c(=O)n(-c3ccccc3)c2C1 (configuration not stated),-5.4%,-3.9
Cc1ccc(CN2CCN(Cc3ccc4c(c3)OCCO4)CC2CCO)cc1 (configuration not stated),-3.4%,-5.3
CC(C)(C)c1ccc(OCC(=O)Nc2ccc(-c3nc4cccnc4o3)cc2)cc1,-2.8%,0.8
C/C(Cl)=C\Cn1c(NCCc2ccccc2)nc2c1c(=O)n(C)c(=O)n2C,-3.8%,.
O=C(NC(=S)Nc1ccc(CN2CCOCC2)cc1)c1cc2ccccc2o1,-2.7%,-8.9
c1ccc2sc(Nc3nc4cc5c(cc4s3)OCO5)nc2c1,0.3%,6.3
CCOC(=O)C1=C(O)c2ccccc2C(=O)/C1=C\c1ccc(C)cc1,0.4%,7.4
CC(/C=C/C1(O)C(C)CC(=O)CC1(C)C)OC1OC(CO)C(O)C(O)C1O (configuration not stated),5.1%,-5.7
CCOc1ccccc1/C=N/NC(=O)c1ccc(Cn2cc([N+](=O)[O-])cn2)o1,3.1%,3.6
CN1C(=O)C(O)(CC(=O)/C=C/c2ccco2)c2cc(Br)ccc21 (configuration not stated),0.4%,3.1
O=C(NCCCN1CCOCC1)C(=O)N/N=C/c1cccc2ccccc12,-0.6%,-10.3
CCOc1ccc(C2c3c(oc4cc(C)c(C)cc4c3=O)C(=O)N2CCCN(C)C)cc1OC (configuration not stated),1.3%,-3.7
Cc1ccc(NC(=S)Nc2cccnc2)c(S(=O)(=O)N2CCCCC2)c1,-1.4%,-10.0
CC1(C)CC(=O)C(N=Nc2cc(C(F)(F)F)ccc2Cl)=C(O)C1,-0.1%,14.6
CC1=CC(C)(C)N(C(=O)CSc2nnc(N)s2)c2cc(C)c(C)cc21,-3.6%,9.6
Cc1ccc(S(=O)(=O)c2nc(-c3ccccc3)oc2NCCN2CCOCC2)cc1,3.7%,7.7

# Full records, quoted from the list.
# O=C(NCCCN1CCOCC1)C(=O)N/N=C/c1cccc2ccccc12 in the list: M. tuberculosis GlmU = -0.6%; Mtb RmlCD inh = -10.3
# c1ccc2sc(Nc3nc4cc5c(cc4s3)OCO5)nc2c1 in the list: M. tuberculosis GlmU = 0.3%; Mtb RmlCD inh = 6.3

# (listing goes on)
SMILES,M. tuberculosis GlmU,Mtb RmlCD inh
CCNS(=O)(=O)c1cc(OC)ccc1OC,2.7%,-1.1
O=C(c1ccc(S(=O)(=O)c2ccccc2)cc1)N1CCCCCC1,-1.6%,6.3
Cc1cc(Cl)ccc1NNC(=O)c1snnc1C,8.3%,.
COc1ccc(CNC(=O)CSCc2ccccc2Cl)cc1,3.7%,2.5
Fc1ccccc1COc1ccc(-c2nnn(Cc3ccccc3F)n2)cc1,1.1%,-10.3
CCN(CC)S(=O)(=O)c1cc(NC(=O)COC(=O)c2ccc(NC(=O)CC#N)cc2)ccc1C,0.6%,-0.3
O=C(CCS(=O)(=O)c1ccccc1)Nc1ccccc1F,-0.3%,0.2
CCc1nnc(NC(=O)C2Cc3ccccc3CN2S(=O)(=O)CC)s1 (configuration not stated),0.1%,-1.7
Cc1ccc(-c2csc3ncnc(SCC(=O)O)c23)cc1,-0.5%,5.0
CCCc1ccc(-c2cc(C(=O)N/N=C/c3ccc([N+](=O)[O-])o3)c3ccccc3n2)cc1,.,3.7
COc1cc(S(=O)(=O)Nc2cccc(C(=O)O)c2)c(OC)cc1Cl,-2.5%,.
COc1ccc2c(c1)c(CC(=O)Nc1cccc(S(N)(=O)=O)c1)c(C)n2C(=O)c1ccc(Cl)cc1,0.1%,.
CCN(c1ccccc1)S(=O)(=O)c1ccc(Cl)c(NC(=O)Nc2ccc(Cl)cc2C#N)c1,-4.0%,.
Cc1cc(Oc2ccc(-c3ccccc3)cc2)nc(N2CCOCC2)n1,1.1%,-8.3
Cc1cc(C)nc(SCC(=O)Nc2ccc(Br)cn2)n1,1.8%,.

# In the list so far, these have an aryl methoxy group:
SMILES,M. tuberculosis GlmU,Mtb RmlCD inh
COc1cc2[nH]c3c(=O)n(CCN4CCCCC4)cnc3c2cc1OC,3.2%,98.5
CCOC(=O)C1(Cc2ccc(OC)cc2)CCN(C(=O)CCN2CCCC2=O)CC1,2.9%,-0.1
COc1cc2c(cc1OC)-c1cc(NCc3ccccn3)nc(=O)n1CC2,-0.2%,-3.5
COc1ccc(C2C(C(=O)O)c3ccccc3C(=O)N2C)cc1Br (configuration not stated),-3.1%,.
CCOc1ccc(C2c3c(oc4cc(C)c(C)cc4c3=O)C(=O)N2CCCN(C)C)cc1OC (configuration not stated),1.3%,-3.7
CCNS(=O)(=O)c1cc(OC)ccc1OC,2.7%,-1.1
COc1ccc(CNC(=O)CSCc2ccccc2Cl)cc1,3.7%,2.5
COc1cc(S(=O)(=O)Nc2cccc(C(=O)O)c2)c(OC)cc1Cl,-2.5%,.
COc1ccc2c(c1)c(CC(=O)Nc1cccc(S(N)(=O)=O)c1)c(C)n2C(=O)c1ccc(Cl)cc1,0.1%,.

# Continued:
SMILES,M. tuberculosis GlmU,Mtb RmlCD inh
Cc1nc2nc(SCC(=O)NCCN3CCOCC3)nn2c(C)c1Cc1ccccc1,8.8%,.
COC(=O)c1ccc(NC(=S)NCCc2ccc(OC)cc2)cc1,0.5%,-11.2
COc1ccc(C)cc1N(C(=O)COc1ccccc1)c1nc2ccccc2s1,0.1%,-11.3
O=S(=O)(CCc1nc2ccccc2s1)c1ccc(Cl)cc1,0.9%,12.0
COc1cc(CC(=O)Nc2cccc(C(F)(F)F)c2)cc(OC)c1OC,5.4%,0.6
COc1ccc(C(=O)NC(=S)Nc2ccccc2[N+](=O)[O-])cc1OC,4.3%,.
Cc1cccc2cc(CN(CC3CCCO3)C(=O)c3cccnc3)c3nnnn3c12 (configuration not stated),-1.9%,36.4
CC(=O)Nc1ccc(S(=O)(=O)N(CCc2ccccc2)CC(=O)N/N=C/c2ccc(C(=O)O)cc2)cc1,-0.9%,9.3
CCOCCCn1c(=S)[nH]c2cc(C(=O)NCCOC)ccc2c1=O,-4.9%,.
CCCc1nnc(NC(=O)c2c(O)c3c([nH]c2=O)CCCC3)s1,1.9%,.
Cc1ccc(C2CC(c3cccs3)n3nc(N)nc3N2)cc1 (configuration not stated),-0.8%,14.7
Cc1cc(C)n(CC(=O)Nc2cccc(C(F)(F)F)c2)n1,-8.9%,-1.5
Cc1ccc(N(CC(=O)N2CCOCC2)S(=O)(=O)c2ccccc2)cc1,9.4%,-5.3
O=C(C1=C(O)C(=O)N(CCOCCO)C1c1cccc([N+](=O)[O-])c1)c1cccs1 (configuration not stated),3.4%,-7.1
CCN=C1S/C(=C\c2sccc2C)C(=O)N1CC,8.6%,5.1
CC(=O)Nc1ccc(-c2ccc(NC(C)=O)c(O)c2)cc1O,6.6%,.
COc1ccc(C(=O)c2ccc(OC)cc2OC)cc1,-3.6%,13.8
C[N+]1(CC2COC3(CCCCC3)O2)CCCC1 (configuration not stated),2.0%,1.3
O=C(CC1C(=O)NCCN1Cc1cccc(Oc2ccccc2)c1)NCCn1cccn1 (configuration not stated),-11.4%,-5.5
COc1ccc(C(=O)C2CCCN(C(=O)Cc3c(C)noc3C)C2)cc1OC (configuration not stated),-6.5%,2.8
Cc1cc(C)n2nc(C(=O)Nc3ccc4c(c3)OCO4)cc2n1,-1.6%,4.6
O=[N+]([O-])c1ccc(Cl)c(/C=N/n2c(-c3ccncc3)n[nH]c2=S)c1,-2.4%,-8.4
COc1ccc(Oc2nc3c(C)cccn3c(=O)c2/C=C(\C#N)C(N)=O)cc1,3.5%,-15.6
Cn1c(NC(=O)c2ccc(F)cc2)c(-c2cccs2)c(=O)c2ccccc21,1.2%,-3.9
[S-]C(=Nc1ccc(Cl)cc1)N[n+]1ccccc1,2.9%,-11.5
O=C(N=C1c2ccccc2CN1c1ccc(F)cc1)c1ccc(Cl)nc1,-3.2%,16.0
CC(C)C[C@H](NC(=O)c1nc[nH]c1C(=O)N1CCc2ccccc2C1)C(=O)OCc1ccccc1,2.0%,.
COCCNC(=S)Nc1ccccc1Cc1ccccc1,-2.4%,-9.7
Cc1cc(N/N=C/c2cccc(Cl)c2)nc(NCc2ccccc2)n1,-1.1%,3.0
CC1(C)CC(=O)C2=C(C1)OC1OC(=O)CC21C (configuration not stated),-0.6%,-5.2
Cc1cc2cc(CNC(=O)c3cccs3)ccc2[nH]1,-2.0%,7.1
O=C(Nc1nnc(C2CC2)s1)c1n[nH]c(=O)c2ccccc12,-0.5%,.
C=C1C(=O)[C@@]23[C@H](O)C[C@@H]4C(C)(C)CC[C@H](O)[C@]4(C)[C@@H]2C[C@H](O)[C@@H]1[C@H]3O,-1.6%,.
CC(NC=C1C(=O)OC(C)(C)OC1=O)C(=O)O (configuration not stated),-4.0%,10.6
O=C(CSc1nnc(-c2ccco2)n1Cc1ccccc1)NC(=O)NCc1ccco1,-3.3%,.
COc1ccc([C@@H]2C[C@H]3CN(c4ccccc4)C(=O)[C@]34CCCN24)c(OC)c1OC,0.2%,5.1
COc1cccc(-c2cc(C(=O)O)no2)c1,-6.3%,-11.4
COc1cccc(C=NCC(C)N=Cc2cccc(OC)c2O)c1O (configuration not stated),-1.3%,-20.8
Cc1cc(C(=O)C[N+]23CCN(CC2)CC3)c(C)n1-c1ccc(Br)cc1,-2.3%,6.8
O=C(CSCc1ccccc1Cl)N1CCN(c2ccccn2)CC1,1.3%,5.5
CCOC(=O)C(C)Oc1cccc2c(=O)n(CC(=O)Nc3ccc4c(c3)OCCO4)ccc12 (configuration not stated),0.9%,7.5
CCOC(=O)CC1(c2ccccc2)CCOC(C)(C)C1 (configuration not stated),6.1%,.
CCOC(=O)Cn1nc(C)n(-c2ccc(F)cc2)c1=O,2.5%,-3.9
O=C(CN1C(=O)c2ccccc2C1=O)Nc1ccccc1C(=O)NC1CCCCCC1,-0.1%,.
COc1ccc(C2c3[nH]c4ccccc4c3CCN2CCCn2cccn2)c(F)c1 (configuration not stated),12.3%,-9.6
Cc1noc(-c2ccccc2)c1NC(=O)Nc1ccccc1,-2.5%,.
Cc1nn(Cc2ccc(F)cc2)c(C)c1NC(=O)c1cnn2cccnc12,-2.4%,-9.6
CC(=NC1CCCC1)c1c(C)[nH]n(-c2nc3ccccc3s2)c1=O,-3.4%,-3.4
O=C(CCc1c[nH]c2ccccc12)N=Nc1c(O)[nH]c2ccccc12,-3.8%,6.7
Cc1cccc(S(=O)(=O)NCCC(=O)OCC(=O)Nc2ccc(C#N)cc2)c1,-1.8%,3.2
COCCCNC(=O)C1CC(=O)N(CCc2ccccc2)C1 (configuration not stated),-2.1%,.
Cc1ccc2nsnc2c1S(=O)(=O)NCc1ccc2c(c1)OCO2,-1.8%,.
COC(=O)c1cc(NC(=O)c2ccc(C)cc2)c(=O)oc1C,0.8%,52.2
Cn1c(N)c(C(=O)COC(=O)c2cc(C3CC3)nc3ccccc23)c(=O)n(C)c1=O,5.1%,.
